High-throughput results as filed in PubChem BioAssay.
Hep lipid drop = modulators of hepatic lipid droplet formation | AML12 mouse hepatocytes, oleate lipid droplets, BODIPY imaging | inhibition, % at 6.5 µM | 240,000 compounds, 0.4% hits | AID 1656;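 active = lipid droplet intensity inhibited by at least 50%, with more than 500 cells counted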
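Assay system: AML12 mouse liver cells | Compound: 6.5 µM single-point dosing | Schedule: Overnight exposure | Technique: Fluorescence imaging, 20x objective, two fields per well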
TNAP activators = human TNAP enzyme activators, primary screen, biochemical, luminescent, no phosphate acceptor, uHTS (AID 1001); activation fold at 20 µM; hits with a dose series show EC50 in µM; 200,000 compounds, 0.03% hits; purified TNAP, luminescent activation assay, no phosphate acceptor; higher activation fold means a stronger effect; in the data active = activation fold from about 3, or a potency from the dose series; inactive = the rest, 99 in 100 with activation fold below about 1.6; also: many of its hits are not listed in these tables
Autophagy HCS = modulators of autophagy; calls only at 10 µM (by protocol); 190,000 compounds, 0.98% hits; MEF GFP-LC3 puncta imaging; test concentration mostly 10 µM;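 active = percentage of spot-positive cells more than 3 SD above its plate mean, without a fluorescence outlier flag or 80% toxicity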;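 also: spot-positive cell cutoff set from DMSO-treated cells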
bCat nuc transl = beta-catenin nuclear translocation modulation. HeLa beta-catenin nuclear translocation, immunofluorescence imaging. nuclear translocation activity, % at 5 µM. 190,000 compounds, 0.3% hits;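 active = nuclear translocation activity above 50% at 5 µM, with a well cell count of 50 or more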;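 also: per-cell ratio of nuclear to cytoplasmic median beta-catenin stain intensity; plate controls were DMSO negative control for no effect and GSK-3 inhibitor IX positive control for full effect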
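Test system: human HeLa cells, endogenous beta-catenin. Times: 24 h compound exposure, 37°C. Measured by: beta-catenin immunofluorescence imaging with DAPI.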
T cell modulator = T cell immune modulation candidate. calls only at 7 µM. 2C CD8+ T cell-vesicle binding, flow cytometry; hits give low values. AID 2052. 330,000 compounds, 0.068% hits;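 active = response, share of CD8 T cells binding vesicles, and their 90th percentile fluorescence all below set limits, cut at about 80% in these data, passing the limit was not always enough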
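Material: 2C TCR transgenic mouse naive CD8+ T cells, MACS-purified. Also added: QL9-charged Drosophila Ld/ICAM-1/B7-1 vesicles. Timing: binding 1.5 h at 37 °C. Measured by: high-throughput flow cytometry with anti-B7-1 and anti-CD8 staining. Read-out: percent CD8+ FL2 mean versus row control. Controls: Unloaded micro-vesicles (low), QL9 vesicles with 0.7% DMSO (high).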
MT stabilizer = stabilizes microtubules in HeLa cells; 200,000 compounds, 0.83% hits; % tubulin-high responders, % at 10 µM; HeLa tubulin immunostaining HCS, 24 h; share of cells brighter than vehicle mean+2SD;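 active = plate Z-score above 3 for both tubulin-high and condensed-nucleus cell shares, with cell loss under 80%, at 10 µM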;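 also: anti alpha tubulin signal scored within the nucleus-defined area of each cell; some results filed as inactive read as strong as hits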
PMI inhibitors = inhibitors of human PMI, primary screen, biochemical, fluorescence intensity, coupled assay (AID 1209); inhibition, % at 20 µM, or IC50 in µM where a hit was titrated; purified PMI enzyme, coupled fluorescence intensity; higher % means a stronger effect; 190,000 compounds, 0.42% hits;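 also: plate controls were DMSO vehicle for no effect and wells lacking substrate for full effect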
Ins promoter up = MIN6 insulin promoter up-regulation; z-score at 5 µM; MIN6 insulin promoter-GFP reporter, high-content imaging; hits give high values; 190,000 compounds, 0.3% hits;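 active = z-score above 3 at 5 µM with at least 500 cells counted in the well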
human PMI inhibitors = MPI inhibition at elevated mannose 6-phosphate – biochemical, fluorescence intensity, high mannose 6-phosphate, primary screen (AID 1220). 190,000 compounds, 0.66% hits. recombinant PMI enzyme, coupled fluorescence intensity; higher % means a stronger effect. inhibition, % at 20 µM, or IC50 in µM where a hit was titrated
Ins promoter up cell count = recorded beside Ins promoter up, whose call it bears; cell count; measured here: cytotoxicity, nuclei count;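 total cells summed across four imaged fields per well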
Hep lipid drop cells 6.5 µM = second read-out of Hep lipid drop, no call of its own (marks repeat the call); cell count; measured here: cell count, cytotoxicity flag;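 cells counted across two imaged fields per well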
bCat nuc transl cell count 5 µM = further read-out of bCat nuc transl, marked with its call; cell count; measured here: cell count, cytotoxicity flag
T cell modulator vesicle-bound % = second read-out of T cell modulator, no call of its own (marks repeat the call); double positive events, %; measured here: CD8+ vesicle-bound cell fraction;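 binding gate set so that unloaded-vesicle control wells show 10% double positive cells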
MT stabilizer Hoechst-high % = second read-out of MT stabilizer, no call of its own (marks repeat the call); % Hoechst-high responders; measured here: nuclear condensation Hoechst responders;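 share of cells brighter than vehicle mean plus two SD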
MT stabilizer cytotoxicity % = second read-out of MT stabilizer, no call of its own (marks repeat the call); toxicity, %; measured here: cytotoxicity by cell density;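 0% = mean cell density of plate MIN control wells and 100% = no cells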
Autophagy HCS cell loss 18 h = also measured in Autophagy HCS; calls as there; toxicity, %; measured here: cell loss, nuclei count;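 cell loss after 18 h compound exposure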
An asterisk follows results filed as active; i = inactive; · = no result given. Rule as the data show it, unless noted: active = inhibition above about 50%; inactive = the rest. Not all compounds are listed (hit frequency here may not be typical).

The line under a structure holds: Hep lipid drop	Hep lipid drop cells 6.5 µM	TNAP activators	Autophagy HCS	Autophagy HCS cell loss 18 h	bCat nuc transl	bCat nuc transl cell count 5 µM	T cell modulator	T cell modulator vesicle-bound %	MT stabilizer	MT stabilizer Hoechst-high %	MT stabilizer cytotoxicity %	PMI inhibitors	Ins promoter up	Ins promoter up cell count	human PMI inhibitors
COc1ccc(/C=C2/C(=O)N(Cc3ccco3)C(=O)N(C(C)C)C2=O)cc1
 : 21.0	652	1	i	0.3	-1.1	502	i	57.1	1.5	3.2	10.1	-25.4%	0.11	1245	-19.0%
O=Cc1cn(Cc2c(F)cccc2Cl)c2ccccc12
 : 1.0	748	1.1	i	29.5	·	·	i	32.3	3.0	2.4	4.3	-3.8%	0.38	1170	0.4%
COc1ccc(O)c(CN2CCCC(C(=O)c3ccccc3SC)C2)c1 (stereo not given)
 : -28.9	707	1.1	i	-9.8	-0.6	1102	i	50.2	2.4	1.3	1.6	7.6%	-0.06	1481	15.9%
O=C(O)CCn1cc(C=C2C(=O)NC(=S)NC2=O)c(-c2cccc(Br)c2)n1
 : 3.6	654	1	i	5.6	-1.2	1003	i	32.5	1.6	1.8	3.4	11.7µM*	-0.53	1521	39.1%
Cc1ccc(C)c(NC(=O)CSc2nnc([C@@H](N)Cc3c[nH]c4ccccc34)o2)c1
 : ·	·	1.2	·	·	-3.8	1050	i	17.9	·	·	·	6.2%	·	·	14.4%
O=P(Nc1cccnc1)(Oc1ccccc1)Oc1ccccc1
 : -5.5	646	1	i	-1.8	1.9	989	i	59.9	2.2	2.9	8.7	9.3%	0.1	1177	15.3%
CCCNS(=O)(=O)c1ccc(OCC(=O)N2CCN(C)CC2)cc1
 : -9.3	739	1	i	-1.8	-2.3	1010	i	33.6	3.0	2.3	4.1	11.5%	0.95	941	14.6%
CC(C)c1ccc(N2C(=O)NC(=O)/C(=C/C=C/c3ccco3)C2=O)cc1
 : -3.2	697	0.9	i	-0.9	14.1	424	i	48.2	7.4	14.2	11.9	-26.5%	-0.92	1238	-40.0%
O=C(C1CCN(c2nc3ccc(Br)cc3s2)CC1)N1CCC2(CC1)OCCO2
 : ·	·	1.1	i	9.5	·	·	i	3.7	5.0	3.4	5.1	-0.2%	·	·	-4.3%
CCOC(=O)C1(CCc2ccccc2)CCN(Cc2ccco2)CC1
 : -14.2	668	1.1	i	21.7	0.0	1144	i	63.3	1.7	1.3	4.5	3.1%	0.01	1446	2.8%

Next part.
The line under a structure holds: Hep lipid drop	Hep lipid drop cells 6.5 µM	TNAP activators	Autophagy HCS	Autophagy HCS cell loss 18 h	bCat nuc transl	bCat nuc transl cell count 5 µM	T cell modulator	T cell modulator vesicle-bound %	MT stabilizer	MT stabilizer Hoechst-high %	MT stabilizer cytotoxicity %	PMI inhibitors	Ins promoter up	Ins promoter up cell count	human PMI inhibitors
COc1ccccc1N(CC(=O)NC1CCCCC1)C(=O)c1cnn(C(C)C)c1
 : -30.5	726	1	i	2.6	-2.1	1204	i	56.0	3.2	1.2	4.1	6.4%	0.49	1270	9.0%
CC1(C)C2SCC(=O)N2CCN1CC(=O)NN (stereo not given)
 : -5.4	730	·	·	·	-1.2	1256	i	44.9	·	·	·	·	-0.42	950	·
CC(=O)OC1N=C(c2ccccc2)c2ccccc2NC1=O (stereo not given)
 : ·	·	1.1	i	7.0	0.2	850	i	22.0	6.8	2.8	7.8	11.3%	1.18	1293	9.4%
Cc1cccc(NP(C)(=O)c2nc3c(s2)CCCC3)c1 (stereo not given)
 : 3.8	736	1	i	1.5	1.9	473	i	56.2	5.0	2.7	4.0	6.0%	0.2	1161	4.5%
Cc1c(C(=O)N2CCC3(CC2)OCCO3)sc2ncnc(N3CCN(c4ccccn4)CC3)c12
 : -5.5	704	1	i	6.5	-0.3	1023	i	19.0	5.1	3.4	4.6	7.2%	0.2	1296	8.4%
O=c1cccc2n1CC1CC2CN(S(=O)(=O)c2ccc(F)cc2)C1 (stereo not given)
 : -0.5	651	1.1	i	-11.1	-0.1	1529	i	21.9	1.2	1.2	0.5	7.7%	·	·	5.1%
Clc1ccccc1CN1CCN(c2ccccc2)CC1
 : 24.0	827	1.2	i	2.4	·	·	i	19.0	1.5	2.1	9.8	2.3%	·	·	0.6%
Cc1ccc(NP(=O)(Nc2ccc(C)cc2)Oc2ccccc2)cc1
 : -22.1	698	1.2	i	1.5	-1.1	1090	i	58.8	6.6	1.4	12.3	18.7%	-0.84	1417	18.0%
O=C1CCCC2C3CCCN4CCCC(CN12)C34 (stereo not given)
 : ·	·	1	i	3.0	0.4	1396	i	14.3	2.3	1.7	11.1	4.0%	2.16	1204	7.3%
CCCC(=O)Nc1ccc(N2CCN(CC)CC2)c(Cl)c1
 : ·	·	0.9	i	-3.5	0.9	1304	i	10.4	1.8	2.4	8.7	-1.8%	0.02	1569	-1.2%

Fetched by structure from above, two records:
The line under a structure holds: Hep lipid drop	Hep lipid drop cells 6.5 µM	TNAP activators	Autophagy HCS	Autophagy HCS cell loss 18 h	bCat nuc transl	bCat nuc transl cell count 5 µM	T cell modulator	T cell modulator vesicle-bound %	MT stabilizer	MT stabilizer Hoechst-high %	MT stabilizer cytotoxicity %	PMI inhibitors	Ins promoter up	Ins promoter up cell count	human PMI inhibitors
COc1ccccc1N(CC(=O)NC1CCCCC1)C(=O)c1cnn(C(C)C)c1
 : -30.5	726	1	i	2.6	-2.1	1204	i	56.0	3.2	1.2	4.1	6.4%	0.49	1270	9.0%
CCCC(=O)Nc1ccc(N2CCN(CC)CC2)c(Cl)c1
 : ·	·	0.9	i	-3.5	0.9	1304	i	10.4	1.8	2.4	8.7	-1.8%	0.02	1569	-1.2%

Other compounds
The line under a structure holds: Hep lipid drop	Hep lipid drop cells 6.5 µM	TNAP activators	Autophagy HCS	Autophagy HCS cell loss 18 h	bCat nuc transl	bCat nuc transl cell count 5 µM	T cell modulator	T cell modulator vesicle-bound %	MT stabilizer	MT stabilizer Hoechst-high %	MT stabilizer cytotoxicity %	PMI inhibitors	Ins promoter up	Ins promoter up cell count	human PMI inhibitors
c1cc2c(cc1CCNC1C3CC4CC(C3)CC1C4)OCO2 (stereo not given)
 : 12.1	738	1.1	i	-2.2	4.0	559	i	5.3	2.7	2.2	6.3	-7.7%	·	·	-11.9%
COc1nc(NC(C)C)nc(NC(C)C)n1
 : 12.5	784	1.2	i	11.5	·	·	i	42.7	1.5	1.4	9.1	-5.0%	-0.53	996	-1.0%
COc1ccccc1-n1c(O)c(/C=N/N2CCCCC2)c(=O)n(-c2ccccc2OC)c1=S
 : 3.2	706	·	·	·	0.9	1255	i	33.7	·	·	·	·	-0.06	1117	·
C[N+]1=C(/C=C/Nc2ccccc2)C(C)(C)c2ccccc21
 : -13.1	646	1	i	-8.2	-0.8	1036	i	27.6	6.7	2.1	7.1	-19.3%	-0.09	801	-17.9%
O=C1NC(=O)C(=Cc2ccc3ccccc3c2)C(=O)N1
 : 10.7	772	·	·	·	0.8	1169	i	43.8	·	·	·	·	0.21	1434	·
O=C1/C(=C\c2ccncc2)N2CCC1CC2
 : 5.3	704	·	·	·	-0.3	1309	i	24.7	·	·	·	·	0.09	1070	·
Cn1c(=O)c2c(ncn2CCCl)n(C)c1=O
 : 6.7	734	1.1	i	4.8	-0.9	999	i	31.9	2.1	1.6	3.3	0.9%	1.02	1464	4.8%
CCc1cccc2c(C#N)cn(CC(=O)N3CCOCC3)c12
 : 1.5	677	1.1	i	0.1	·	·	i	40.9	3.2	2.4	51.0	-1.3%	-1	1309	-3.5%
N=C1c2ccccc2CN1c1ncccn1
 : 18.1	680	1.1	i	6.8	0.1	1059	i	7.2	3.8	1.8	4.9	1.1%	0.1	1082	2.7%
CCc1ccc(N2C(=O)NC(=O)/C(=C\C=C\c3ccco3)C2=O)cc1
 : 3.1	646	·	·	·	0.5	1334	i	48.4	·	·	·	·	-0.2	601	·

Following part:
The line under a structure holds: Hep lipid drop	Hep lipid drop cells 6.5 µM	TNAP activators	Autophagy HCS	Autophagy HCS cell loss 18 h	bCat nuc transl	bCat nuc transl cell count 5 µM	T cell modulator	T cell modulator vesicle-bound %	MT stabilizer	MT stabilizer Hoechst-high %	MT stabilizer cytotoxicity %	PMI inhibitors	Ins promoter up	Ins promoter up cell count	human PMI inhibitors
Clc1ccc(CNC2CN3CCC2CC3)cc1 (stereo not given)
 : 23.3	623	1.1	i	-10.8	0.2	896	i	33.3	2.4	2.5	8.0	-10.6%	0.13	1381	-3.7%
COc1ccc(CC2c3cc(OC)c(OC)cc3CCN2C)cc1OC (stereo not given)
 : ·	·	1.1	i	13.8	0.4	1126	i	48.8	2.7	1.5	7.5	6.0%	0.35	1313	13.8%
Cc1cccc(OP(N)(=O)Oc2cccc(C)c2C)c1C
 : -11.1	823	·	·	·	0.5	1263	i	19.0	·	·	·	·	-0.18	983	·
CCC1(CC)C(=O)N(C)C(=O)NC1=NC
 : -3.2	739	·	·	·	-1.2	1346	i	42.1	·	·	·	·	0.41	1063	·
CC(C)C(=O)Nc1nnc(CCN(CCc2nnc(NC(=O)C(C)C)s2)[N+](=O)[O-])s1
 : -5.4	706	·	·	·	-0.4	1051	i	54.1	·	·	·	·	-0.37	1331	·
Cc1ccc(N2C(=O)NC(=O)C(CCc3ccncc3)(Cc3cccc(Cl)c3Cl)C2=O)cc1 (stereo not given)
 : -10.8	577	1	i	4.7	0.0	1123	i	48.1	3.0	2.3	5.5	24.8%	-0.21	1570	10.9%
CNC(=O)Oc1ccc(-c2cn3cc(C)ccc3n2)cc1
 : -4.0	683	1	i	14.4	1.4	504	i	18.7	2.1	2.1	2.2	-4.3%	0.32	1298	4.6%
